Assay outcomes from PubChem.
PostGolgi yeast = growth inhibition of a yeast mutant, post-Golgi transport screen; post-Golgi transport phenotypic cell assay; hit rate 0.9% among 98,000; AID 739; inhibition, % at 10 µM;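 further: yeast cells grown in 1536-well plates; yeast grown about 18 h at 30C before absorbance read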
HUVEC prolif 384 = blocks proliferation of human endothelial cells | HUVEC proliferation, CellTiter-Glo luminescence, 72 h; hits give low values | viability, % at 10 µM (by protocol) | hit rate 1.1% among 86,000;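 active means viability at or below 30%; inactive means viability above 30%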;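 further: 100% = median luminescence of DMSO-only cell control wells on each plate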
S1P2 antag = blocks the human S1P2 receptor; hit rate 0.21% among 97,000; inhibition, % at 5 µM; O95136; cell-based S1P2 antagonist assay, inhibition at 5 uM; in the data active means inhibition above about 45%;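 further: CRE beta-lactamase reporter cells expressing human S1P2 stimulated with S1P; 0% = agonist at EC80 alone and 100% = agonist plus reference antagonist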
Target sequence (O95136 whole entry, looked up): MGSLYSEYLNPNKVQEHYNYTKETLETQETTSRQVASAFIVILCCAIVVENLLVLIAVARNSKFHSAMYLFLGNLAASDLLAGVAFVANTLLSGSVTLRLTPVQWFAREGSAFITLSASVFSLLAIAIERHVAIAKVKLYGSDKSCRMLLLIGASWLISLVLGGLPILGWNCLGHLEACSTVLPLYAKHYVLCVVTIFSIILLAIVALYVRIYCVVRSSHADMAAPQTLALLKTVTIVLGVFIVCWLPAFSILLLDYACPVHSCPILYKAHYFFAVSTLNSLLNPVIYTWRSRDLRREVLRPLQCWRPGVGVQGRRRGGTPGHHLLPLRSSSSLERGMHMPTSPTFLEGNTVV
Ecoli WT expand = blocks growth of wild type E. coli BW25113; growth inhibition, % at 100 µM; hit rate 0.15% among 98,000; OD600 absorbance;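 active means growth inhibition above about 50% at one test dose, limit read from the data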;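 further: growth measured after 20 h incubation at 37 °C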
PostGolgi ctrl = growth of the yeast control strain, post-Golgi counter-screen; efflux-deficient yeast background strain, growth absorbance A615, 16 h; inhibition, % at 10 µM; hit rate 5% among 98,000
S1P2 agonist = activates the human S1P2 receptor | O95136 | S1P2-expressing cell line, agonist reporter read-out | activation, % at 4.5 µM | hit rate 0.46% among 97,000 | AID 729; in the data active means activation above about 16%;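 further: 0% = vehicle low control and 100% = maximal reference agonist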
Lung fibro prol = blocks proliferation of human lung fibroblasts. LL 47 human lung fibroblast viability, ATP luminescence; hits give low values. viability, % at 10 µM. hit rate 1.1% among 85,000;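 active means viability at or below 50% in the single dose screen; inactive means viability above 50%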;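 further: compound exposure lasted 72 h before the ATP readout; 100% = median luminescence of untreated cell-only wells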
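Test system: LL 47 human lung fibroblasts; Quantity: 1,150 cells/well; Buffer or medium: IMEM plus 15% FBS; Dosing: tenfold compound dosing solution, DMSO at 0.1%; Timing: overnight cell rest, 72 h compound treatment at 37 °C; Detection: ATP-based CellTiter-Glo luminescent readout; Read-out basis: viability percentage against median untreated-cell control; Controls: cell-only wells, no compound.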
hDAT+cocaine = changed human dopamine transporter uptake under cocaine IC80; Q01959; LLC-PK1 hDAT cells, [14C]-dopamine uptake with cocaine IC80; actives deviate in either direction; B-score at 10 µM; hit rate 1.3% among 110,000; AID 449768;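 active means Z score or B-score, a plate-position-corrected score, falls beyond the plate's 99.7% confidence bounds, in either direction; inactive means both scores lie inside the 99.7% bounds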;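 further: scored against the spread of the other compound wells on the same plate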
Target sequence (Q01959 whole entry, looked up): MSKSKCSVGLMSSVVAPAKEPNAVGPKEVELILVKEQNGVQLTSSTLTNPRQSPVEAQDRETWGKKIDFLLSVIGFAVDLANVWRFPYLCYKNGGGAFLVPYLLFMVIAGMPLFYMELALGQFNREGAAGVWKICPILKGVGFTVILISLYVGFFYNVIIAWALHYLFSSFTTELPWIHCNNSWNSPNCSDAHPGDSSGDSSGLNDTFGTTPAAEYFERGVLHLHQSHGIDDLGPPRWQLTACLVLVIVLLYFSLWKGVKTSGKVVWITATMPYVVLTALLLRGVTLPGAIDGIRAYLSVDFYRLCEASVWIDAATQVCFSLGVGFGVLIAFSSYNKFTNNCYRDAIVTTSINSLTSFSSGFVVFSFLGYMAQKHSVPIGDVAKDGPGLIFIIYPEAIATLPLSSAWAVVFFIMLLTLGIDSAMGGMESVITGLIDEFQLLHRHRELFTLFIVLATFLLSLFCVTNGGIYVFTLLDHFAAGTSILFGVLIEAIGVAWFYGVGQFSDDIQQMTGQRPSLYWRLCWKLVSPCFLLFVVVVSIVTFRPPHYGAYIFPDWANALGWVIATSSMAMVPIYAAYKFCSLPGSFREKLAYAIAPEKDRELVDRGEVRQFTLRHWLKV
H69AR inhibit = blocks growth of human H69AR lung tumor cells. viability, % at 10 µM. hit rate 6% among 85,000. H69AR lung tumor viability, ATP luminescence, 72 h; hits give low values;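 active means viability at or below 40%; inactive means viability above 40%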;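 further: multidrug resistant small cell line overexpressing MRP-1 efflux transporter; 100% = mean luminescence of untreated control wells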
An asterisk follows results filed as active; · = no result given. Unless noted, no stated cut-off is given here; in the data, active means inhibition above about 30%; inactive means the rest. This is a random part of the collection; overall some 11% were active at least once.

mol	PostGolgi yeast	HUVEC prolif 384	S1P2 antag	Ecoli WT expand	PostGolgi ctrl	S1P2 agonist	Lung fibro prol	hDAT+cocaine	H69AR inhibit
Cn1c2ccccc2c2cc(C(=O)N3CCOCC3)sc21	16	·	-10	10	0	-6	·	1.6	·
OCCSc1nnc(Nc2ccccc2)s1	-2	96	4	6	9	-5	105	0.018	89
CSCC[C@H](NC(=O)OC(C)(C)C)C(=O)N1CCC(C(=O)N[C@H](C(=O)O)C(C)C)CC1	15	94	-18	1	-2	-3	95	-0.69	95
COc1cccc(C(=O)/C=C/Nc2cccc(O)c2)c1	4	61	-14	4	9	-2	96	-0.3	79
CCOC(=O)CSc1nc(N)c(C#N)c(-c2ccc(OC)cc2)c1C#N	8	91	12	-16	-1	-5	98	-1.1	101
CCc1nc(N[C@@H](Cc2c[nH]c3ccccc23)C(=O)O)c2oc3ccccc3c2n1	2	103	·	-1	13	·	89	-0.43	80
COC(=O)c1ccsc1NC(=O)CN1C(=O)CCC1=O	·	94	·	·	·	·	92	-1.1	94
Cc1cc(OC(=O)c2ccc(Cl)cc2)cc(=O)n1C	-4	·	-3	2	-4	-4	·	-0.006	·
COc1ccccc1OCc1csc(NC(=O)c2ccco2)n1	2	109	·	0	2	·	94	1.6	89
O=C1c2ccccc2C(=O)N1CCSc1ccccc1	-3	97	5	-2	2	-5	99	-0.0049	95
Cc1nn(-c2ccc(F)cc2F)c2c1-c1nc(N3CCCC3)ncc1CC2	20	59	-23	-2	18	-1	100	-1.7	77
COCCn1c(SCC(=O)N2CCCc3ccccc32)nc2cccnc21	-3	87	1	7	8	-3	108	-0.91	19*
COc1ccc(CCNC(=O)Cc2cc(OCc3ccccc3)c(OC)cc2[N+](=O)[O-])cc1OC	-7	·	4	-3	16	-12	·	1.2	·
Cc1cc(=O)[nH]c(SCc2nnc(-c3ccccc3)o2)n1	4	94	-11	-1	5	-2	99	0.59	94
CCOC(=O)COn1c(=O)c(-c2ccco2)[n+]([O-])c2ccccc21	1	·	-22	-12	-4	-6	·	-0.014	·
COc1ccccc1NC(=O)C1=C(C)Nc2nc(CCCO)nn2C1c1cccnc1 (configuration not stated)	7	104	-2	2	9	0	102	0.027	86
COc1ccc(Oc2c(Cl)cnn(-c3ccc(Cl)c(Cl)c3)c2=O)cc1	5	·	-23	-1	-3	9	·	0.055	·
COc1ccccc1C(=O)N/C(=C/c1ccc(Br)cc1)C(=O)NCC(=O)O	-2	·	20	5	-16	-4	·	-0.51	·
COc1ccc(CNC(=O)CN(CC2CCCO2)C(=O)CNS(=O)(=O)c2ccc(F)cc2)cc1 (configuration not stated)	-1	95	·	-7	9	·	97	0.77	96
Cc1ccc(NC(=O)c2ccc3c(c2)N(CC(=O)N2CCCCC2)C(=O)C(C)(C)O3)cc1	1	71	6	-7	18	-1	94	0.018	48
O=C(Cn1nnc(-c2ccc(CN3CCOCC3)cc2)n1)Nc1nc(-c2ccccc2)cs1	-4	70	24	5	7	-5	99	-9.6*	85
CC(=O)C1=C(O)C(=O)N(CCNCCO)C1c1ccccc1 (configuration not stated)	5	94	5	-8	5	-6	101	0.49	97
Cc1cccc(C)c1NC(=O)CSc1nc(COc2ccccc2)nc2ccccc12	11	·	-7	-6	10	-7	·	0.57	·
ON1C(c2ccccc2)CC2(O)c3nonc3CCC12 (configuration not stated)	-1	104	1	-1	3	-7	·	-0.76	103

In another format: 4 of the compounds above.
molecule: Cc1ccc(NC(=O)c2ccc3c(c2)N(CC(=O)N2CCCCC2)C(=O)C(C)(C)O3)cc1
  PostGolgi yeast: 1
  HUVEC prolif 384: 71
  S1P2 antag: 6
  Ecoli WT expand: -7
  PostGolgi ctrl: 18
  S1P2 agonist: -1
  Lung fibro prol: 94
  hDAT+cocaine: 0.018
  H69AR inhibit: 48

molecule: OCCSc1nnc(Nc2ccccc2)s1
  PostGolgi yeast: -2
  HUVEC prolif 384: 96
  S1P2 antag: 4
  Ecoli WT expand: 6
  PostGolgi ctrl: 9
  S1P2 agonist: -5
  Lung fibro prol: 105
  hDAT+cocaine: 0.018
  H69AR inhibit: 89

molecule: Cc1cc(=O)[nH]c(SCc2nnc(-c3ccccc3)o2)n1
  PostGolgi yeast: 4
  HUVEC prolif 384: 94
  S1P2 antag: -11
  Ecoli WT expand: -1
  PostGolgi ctrl: 5
  S1P2 agonist: -2
  Lung fibro prol: 99
  hDAT+cocaine: 0.59
  H69AR inhibit: 94

molecule: O=C(Cn1nnc(-c2ccc(CN3CCOCC3)cc2)n1)Nc1nc(-c2ccccc2)cs1
  PostGolgi yeast: -4
  HUVEC prolif 384: 70
  S1P2 antag: 24
  Ecoli WT expand: 5
  PostGolgi ctrl: 7
  S1P2 agonist: -5
  Lung fibro prol: 99
  hDAT+cocaine: -9.6*
  H69AR inhibit: 85

The listing continues.
mol	PostGolgi yeast	HUVEC prolif 384	S1P2 antag	Ecoli WT expand	PostGolgi ctrl	S1P2 agonist	Lung fibro prol	hDAT+cocaine	H69AR inhibit
Cn1c(/C(C#N)=C(\O)CN2CCN(Cc3ccccc3)CC2)nc2ccccc21	-3	98	11	4	14	-12	103	0.021	56
C#CCOC(=O)CCC(=O)NCCc1ccccc1	-8	92	·	2	6	·	101	0.24	93
CCOC(=O)CC1=CSC2=NS(=O)(=O)CCN12	0	94	16	-1	8	-6	99	0.093	104
CCN1CCN(C(c2ccccn2)c2c(NC(=O)c3ccccc3)sc(C)c2C)CC1 (configuration not stated)	5	·	-23	-14	12	-2	·	1	·
Cc1ccc2nc(SCC(=O)N3CCCC3)[nH]c2c1	-2	102	19	-7	3	-11	107	0.12	94
COc1cccc(OCCCCCN2CCOCC2)c1	19	98	-2	3	15	-9	91	0.51	90
Cc1cc(C)c2nc(NC(=O)c3cc(C)on3)sc2c1	4	99	-6	-19	5	-4	106	0.023	95
O=C(CNC(=O)c1ccco1)OCC(=O)c1ccc2c(c1)CCCC2	1	·	5	22	2	-5	·	-0.97	·
O=S(=O)(Cc1ccccc1)/C1=C(\N2CCOCC2)CCCCCC1	9	·	20	-2	40*	-5	·	-1	·
O=C(Nc1c(F)cc(F)cc1Br)c1ccco1	23	94	6	15	13	-5	97	-0.16	89
O=C(/C=N\O)NCCCNCc1ccccc1	5	97	4	-9	2	-5	105	-0.85	92
CN=c1sc2ccccc2n1CC(O)COCc1ccco1 (configuration not stated)	-1	94	-40	8	-1	1	102	-0.71	84
COC(=O)c1[nH]c2cccc(OC)c2c1NC(=O)CCN1CCC(C(N)=O)CC1	0	90	-68	-17	5	-3	98	-0.97	98
CC12CCC(C(=O)NCc3ccc4c(c3)OCO4)(C(=O)C1=O)C2(C)C (configuration not stated)	2	103	-40	-1	5	0	104	-1.1	93
CCCCn1c(-c2ccccc2)nc2c(=O)n(C)c(=O)[nH]c21	25	95	10	2	11	-1	122	0.19	86
c1ccc(NC2=NCCCCS2)cc1	·	94	-8	·	·	-1	110	-0.041	92
O=C(Nc1ccccc1C(F)(F)F)NC1CCCCCCC1	-3	117	-50	-1	11	-7	95	-1	100
CCN(CC)C(=O)c1cc2sc3ccccc3c2s1	-7	88	-5	8	30*	1	95	0.6	78
O=C(Nc1cccc(C(F)(F)F)c1)c1cccnc1	5	98	1	10	12	-2	105	0.013	·
COc1ccc(O)c(C2NC(CC(C)C)(C(=O)O)C3C(=O)N(Cc4ccccc4)C(=O)C23)c1 (configuration not stated)	0	101	·	-1	-1	·	102	-0.17	97
Cc1ccc(NC(=O)C2C3C=CC4(CN(Cc5cccnc5)C(=O)C24)O3)cc1F (configuration not stated)	-5	91	·	1	19	·	99	-0.37	89
CCCc1cc2c(cc1NC(=O)c1ccccc1Cl)OCO2	-8	·	10	-1	2	-2	·	0.48	·
CNc1nnc(CSc2nc3ccccc3s2)s1	·	91	-6	·	·	-4	107	0.067	87
CC1CCc2c(sc3ncnc(N4CCOCC4)c23)C1 (configuration not stated)	24	81	-27	1	10	-1	93	0.43	94

Further compounds follow:
The line under a structure holds: PostGolgi yeast	HUVEC prolif 384	S1P2 antag	Ecoli WT expand	PostGolgi ctrl	S1P2 agonist	Lung fibro prol	hDAT+cocaine	H69AR inhibit
CCCNC(=O)CN(C1CCCCC1)S(C)(=O)=O
  21	88	5	3	-11	-3	104	0.041	·
COc1cccc(CSc2nnc(C(F)(F)F)n2Cc2ccc(F)cc2)c1
  22	·	5	-5	19	-2	·	0.26	·
COc1ccc(C2Nc3ccccc3C(=O)N2Cc2ccco2)cc1COc1ccc(F)cc1 (configuration not stated)
  ·	99	7	·	·	-4	92	0.97	75
Cc1nc2cc3ccccc3cc2c(=O)[nH]1
  -3	·	-8	1	12	-4	·	2.4	·
COc1ccccc1NC(=O)CSc1nnc(C2CCCCC2)o1
  -1	84	16	5	-6	-2	104	-0.18	·
CC(C)C(CC(=O)NCc1ccco1)c1ccco1 (configuration not stated)
  -4	97	-9	7	-2	-4	98	-0.015	91
COc1ccc(-c2noc(CSc3nc4sc(C)c(C)c4c(=O)n3-c3ccccc3)n2)cc1OC
  5	·	6	-7	2	-5	·	-0.52	·
CC1(CCc2ccc3c(c2)OCO3)NC(=O)c2ccccc2N1 (configuration not stated)
  9	·	4	-2	2	1	·	-0.8	·
COCCn1c(C)cc(C(=O)COC(=O)CCc2ccc(S(=O)(=O)N3CCOCC3)cc2)c1C
  -3	106	18	1	4	-2	110	0.3	99
O=C(CCc1ccccc1)Nc1cccc(-c2nnc(-c3ccco3)o2)c1
  5	80	-1	-10	9	-7	93	-1.1	52
COC(=O)c1scc(C)c1NC(=O)Cc1ccccc1
  10	·	7	-6	-2	-3	·	-0.41	·
CC(=O)COC(=O)c1cccc(N2C(=O)C3C4C=CC(C4)C3C2=O)c1 (configuration not stated)
  3	106	·	6	31*	·	107	-0.19	94
Cc1cccc(Cc2cnc(NC(=O)c3ccc(C)o3)s2)c1
  2	50	-27	-11	9	2	97	0.94	72
O=C(O)CC1=C(O)C(=O)N(c2ccccc2)C1c1ccc(Br)cc1 (configuration not stated)
  3	101	-9	-1	-2	-1	99	-0.49	94
Cc1cc(=O)oc2cc(OCc3nnc(-c4ccccc4Br)o3)ccc12
  1	78	-4	-8	20	-5	105	-0.97	50
O=C(NCC1CCCO1)c1sc(=S)n2c1[nH]c(=O)c1ccc(C(=O)N3CCCCC3)cc12 (configuration not stated)
  -1	73	5	-9	2	-3	98	0.023	73
O=C(NC1=NCCS1)[C@H](Cc1ccccc1)N1C(=O)c2ccccc2C1=O
  -3	·	-4	5	-2	2	·	-0.028	·
CC(C)OC(=O)NCCOC(=O)Nc1cccc(Cl)c1
  -3	47	3	14	9	-4	106	-0.26	100
O=C(CSc1n[nH]c(-c2ccccc2)n1)Nc1ncc(Br)cc1Br
  -5	111	13	2	28	-5	110	-0.093	92
COC1(c2cc(-c3ccccc3)nc(N)n2)CCCCC1
  5	98	-5	5	15	-1	90	-0.0098	76
CCCCC(CC)C(=O)Nc1ccccc1C(=O)NC(C)C (configuration not stated)
  2	117	15	9	37*	-7	97	-0.45	91
